High-throughput results from PubChem.
KCNH2 3.1 inh: KCNH2 3.1 (human) potassium channel inhibition; actives 0.95% (n = 340,000); U2OS KCNH2 3.1, thallium flux FluxOr; hits give low values; AID 720553; activity change, % (tested at about 1.8 µM);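 active = maximum activity change below -70%; inconclusive = maximum activity change from -70% to -50%; inactive = maximum activity change above -50%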;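 note: thallium influx rate constant from kinetic fluorescence after stimulation buffer; % is set by controls: 0 for no effect and ±100 for the full control effect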
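Virally transduced U2OS (3.1 isoform, 4 h infection in dark at RT) → overnight 37 C → FluxOr + Red40 in HBSS/HEPES, 45 min → stimulation buffer, 2 min kinetic read → rate constant vs DMSO controls.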
Tb PFK inh: inhibitors of T. brucei phosphofructokinase. Potency, µM (series often up to 57.5 µM), for inactives: at the top dose activity, negative = inhibition, hits mostly inhibitors. actives 0.17% (n = 330,000). T. brucei PFK, ADP-Glo luminescence. O15648;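 note: potency is the fitted concentration of half-maximal effect; 0% = uninhibited 1x PFK enzyme wells and -100% = no-enzyme wells; nearly all actives have a fitted effect of over 60% in size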
Target sequence (O15648 whole entry, looked up): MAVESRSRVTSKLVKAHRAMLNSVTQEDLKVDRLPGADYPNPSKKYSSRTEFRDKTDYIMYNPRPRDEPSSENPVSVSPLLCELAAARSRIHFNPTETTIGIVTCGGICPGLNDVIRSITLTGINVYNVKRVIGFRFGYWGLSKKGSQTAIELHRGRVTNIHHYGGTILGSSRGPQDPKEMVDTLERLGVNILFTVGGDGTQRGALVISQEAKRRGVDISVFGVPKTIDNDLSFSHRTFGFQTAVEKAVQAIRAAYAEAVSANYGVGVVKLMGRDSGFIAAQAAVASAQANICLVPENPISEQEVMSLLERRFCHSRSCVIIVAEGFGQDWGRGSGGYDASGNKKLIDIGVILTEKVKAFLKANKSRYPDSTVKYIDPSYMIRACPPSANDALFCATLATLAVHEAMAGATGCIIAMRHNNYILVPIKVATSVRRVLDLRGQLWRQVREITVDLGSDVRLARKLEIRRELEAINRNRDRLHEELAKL
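In TEA buffer at pH 8.0 with 5 mM MgCl2, enzyme (1.25 nM) converted F6P (0.5 mM) and ATP (0.1 mM) for 45 min at room temperature. ADP product was read by luciferase luminescence.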
Giardia kill: Giardia lamblia killing | AID 540267 | actives 0.15% (n = 340,000) | activity change, % at 7.66 µM, hits read low | Giardia lamblia trophozoite viability; in the data active = activity change below about -80%; inconclusive = between about -30% and that limit;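 note: parasites exposed to compound for two days anaerobically before the ATP read; % is set by controls: 0 for no effect and ±100 for the full control effect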
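Each well holds 100 Giardia trophozoites and compound. After two days (48 hrs) at 37 deg C in anaerobic conditions, ATP is quantified by luminescence.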
ELG1 genotoxic: induces genotoxicity in HEK293T cells with luciferase-tagged ELG1 | AID 504466 | actives 1.3% (n = 330,000) | HEK293T ELG1-luciferase reporter, luminescence, 16 h | Potency, µM (top dose mostly 46 µM), for inactives: at the top dose activity change, positive = activation, usual class: activators; note: potency is the fitted concentration of half-maximal effect; % of control where 0% means no effect; nearly all actives have a fitted effect of over 60% in size
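Genotoxicity was scored as increased ELG1-luciferase reporter signal, measured by ONE-Glo luminescence (30 min, room temperature). Compound or vehicle exposure of the HEK293T reporter cells lasted 16 hr at 37°C.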
Rab9 promoter act: activates the Rab9 promoter | AID 485297 | Potency, µM (highest dose often 9.22 µM), without a hit: at the highest dose activation, negative = inhibition, usual class: activators | actives 2.8% (n = 320,000) | Huh7 Rab9 promoter-luciferase reporter, luminescence, 24 h; note: potency is the fitted concentration of half-maximal effect; % of control where 0% means no effect; nearly all actives have a fitted effect of over 60% in size
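Luminescence from Amplite-detected luciferase (10 minutes, ambient) reports Rab9 promoter activation. Before that, stable Rab9-luciferase Huh7 cells (1500/well, reduced-serum OP-MEM I plus 10% FBS) were exposed to compound for 24 hours at 37C.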
NPC1 prom act: activates the NPC1 promoter; Huh7 NPC1 promoter luciferase reporter, 24 h; Potency, µM (titrated, usually from 9.22 µM), without a hit: at the highest dose activation, most hits filed as activators; actives 2.4% (n = 320,000);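 note: potency is the fitted concentration of half-maximal effect; % of control where 0% means no effect; nearly all actives have a fitted effect of over 60% in size; reporter is driven by a mutant NPC1 promoter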
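Luminescence from an NPC1 promoter-driven luciferase reporter in stably transfected Huh7 cells was measured after 24 h compound treatment at 37 °C, followed by 10 min ambient incubation with luciferase detection reagent.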
uPA generation: inhibitors of cell surface uPA generation; cell surface uPA generation assay, qHTS; Potency, µM (highest dose often 38.3 µM), for the others: top-dose activity change, negative = inhibition, actives largely listed as inhibitors; actives 0.31% (n = 330,000); active = well fitted inhibition curve with a large enough effect; inconclusive = small, poorly fitted or top-dose-only effect; inactive = no such curve, though single readings can be large or run the other way; tested in mouse RAW 264.7 cells; note: potency is the fitted concentration of half-maximal effect; % is set by controls: 0 for no effect and ±100 for the full control effect; nearly all actives have a fitted effect of over 55% in size
FBPA coupling cs: counter-screen for Giardia aldolase inhibitors: coupling enzyme system | activity change, negative = inhibition, % at 58.2 µM, hits read low | actives 0.67% (n = 290,000) | coupling enzyme system counterscreen, AmpLite Red fluorescence; in the data active = activity change below about -30%; note: % is set by controls: 0 for no effect and ±100 for the full control effect
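Fluorescence at 525 nm excitation and 598 nm emission measured inhibition of the coupled detection system without aldolase. Compounds (at 57.5 uM final) were preincubated 10 min at room temperature with coupling enzyme reagent before a 20 min substrate/AmpLite Red step.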
FLuc modulator: inhibits or activates purified firefly luciferase, miR-21 counter-screen; P08659; purified FLuc, Km substrates, luminescence inhibition; Potency, µM (top dose mostly 57.5 µM), for inactives: at the highest dose activity change, negative = inhibition, actives largely listed as inhibitors; actives 6.9% (n = 360,000);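 note: potency is the fitted concentration of half-maximal effect; plate controls were vehicle for no effect and reference inhibitor for full effect; nearly all actives have a fitted effect of over 55% in size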
Target sequence (P08659 whole entry, looked up): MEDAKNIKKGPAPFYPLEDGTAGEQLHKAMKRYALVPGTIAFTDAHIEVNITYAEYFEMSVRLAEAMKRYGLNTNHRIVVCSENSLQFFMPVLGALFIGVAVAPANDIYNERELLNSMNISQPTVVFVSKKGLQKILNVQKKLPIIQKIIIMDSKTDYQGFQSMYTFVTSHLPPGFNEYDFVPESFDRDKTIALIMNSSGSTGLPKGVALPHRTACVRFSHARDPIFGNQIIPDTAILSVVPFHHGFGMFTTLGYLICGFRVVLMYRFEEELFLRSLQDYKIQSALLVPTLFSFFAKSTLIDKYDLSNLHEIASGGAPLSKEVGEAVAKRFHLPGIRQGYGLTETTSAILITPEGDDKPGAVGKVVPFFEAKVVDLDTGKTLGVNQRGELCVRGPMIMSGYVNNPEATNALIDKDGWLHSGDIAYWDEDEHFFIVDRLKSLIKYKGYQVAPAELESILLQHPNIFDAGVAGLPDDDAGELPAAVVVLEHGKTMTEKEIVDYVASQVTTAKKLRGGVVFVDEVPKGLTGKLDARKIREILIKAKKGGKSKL
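Purified P. pyralis luciferase (10nM final) with 10uM D-luciferin and 10uM ATP (Km levels) in 50mM Tris acetate pH 7.5, 10mM Mg acetate, 0.01% Tween-20, 0.05% BSA; qHTS 6-point titration, ~60 µM downward; luminescence read.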
An asterisk follows results filed as active; ? = inconclusive; · = not tested or not shown; [ ] = dose if it differs, or a comment. Unless noted, calls come from the whole dose curve; as a rule, active = well fitted curve in the direction sought with a large enough effect; inconclusive = small, poorly fitted or top-dose-only effect, or another doubt; inactive = no such curve, though single readings can be large; an effect the other way counts as inactive or inconclusive. A portion of the library (hit frequency here may not be typical).

Results follow in this order: Rab9 promoter act, ELG1 genotoxic, uPA generation, NPC1 prom act, FLuc modulator, Giardia kill, FBPA coupling cs, Tb PFK inh, KCNH2 3.1 inh
- CN1CCN(C(=O)c2ccc3c(=O)n(CCc4ccccc4)c(=S)[nH]c3c2)CC1
→ ·, ·, 4%, ·, ·, 8, ·, ·, -7
- COc1ccc(C(=O)n2cnc3ccccc32)cc1Br
→ ·, ·, 1%, ·, ·, 7, ·, ·, 5
- Cc1ccc(NS(=O)(=O)c2ccc(NC(=O)c3ccccc3C(=O)O)cc2)cc1C
→ ·, ·, 16%, ·, ·, 4, ·, ·, -10
- O=C(C1=C(O)C(=O)N(CCN2CCOCC2)C1c1ccccc1)c1cccs1 (centres undefined)
→ ·, ·, 6%, ·, ·, 12, ·, ·, 4
- COC(=O)C1=C(C(=O)OC)[C@@H]2Nc3ccccc3[C@@]23C[C@@H](C(=O)OC)N(C(=O)CC(C)C)C3=N1
→ ·, ·, -6%, ·, ·, -13, 0, ·, -13
- COC/C=C/C1=CC2=CC(=O)C(C)(OC(=O)c3cnc4ccccc4n3)C(=O)C2=CN1C1CC1 (centres undefined)
→ ·, ·, -9%, ·, ·, 23, -25, ·, 1
- CC#CCN1C(=O)N[C@@H](c2ccccc2)C(C(=O)OC)=C1C
→ ·, ·, 1%, ·, ·, 45[activator], 2, ·, 15
- COC(=O)CCC(=O)OC1(C)C(=O)C2=CN(CCc3c[nH]c4ccccc34)C(c3ccc(OC)cc3)=CC2=C(Br)C1=O (centres undefined)
→ ·, ·, -1%, ·, ·, 11, 1, ·, -6
- COC/C=C/C1=CC2=CC(=O)C(C)(OC(=O)c3cnc4ccccc4n3)C(=O)C2=CN1c1ccc(OC)cc1 (centres undefined)
→ ·, ·, -21%, ·, ·, 6, -2, ·, 7
- COC(=O)C1=C(C(=O)OC)[C@@H]2Nc3ccccc3[C@@]23C[C@@H](C(=O)OC)N(C(=O)C2CCC2)C3=N1
→ ·, ·, -9%, ·, ·, -24, 0, ·, 12
- C#CCCOC(=O)N1C2=NC(C(=O)OC)=C(C(=O)OC)[C@@H]3N(C)c4ccc(OC)cc4[C@]23C[C@H]1C(=O)OC
→ ·, ·, ?, ·, ·, -23, 3, ·, -1
- COCCN1C(=O)N[C@@H](c2cccc(F)c2)C(C(C)=O)=C1C
→ ·, ·, 12%, ·, ·, 16, -1, ·, 11
- COC(=O)CCC(=O)OC1(C)C(=O)C2=CN(Cc3ccccc3)C(c3ccc(OC)cc3)=CC2=C(Br)C1=O (centres undefined)
→ ·, ·, -19%, ·, ·, 12, -4, ·, 1
- COC(=O)C1=C(C)N(Cc2ccco2)C(=O)N[C@@H]1c1ccco1
→ ·, ·, -4%, ·, ·, -5, 1, ·, 2
- CC[C@@H](C)CN1C(=O)N[C@@H](c2ccccc2)C(C(C)=O)=C1C
→ ·, ·, -11%, ·, ·, 5, 0, ·, 9
- CCN1C(=O)N[C@@H](CCc2ccccc2)[C@H](C(=O)OC)[C@H]1C
→ ·, ·, 0%, ·, ·, -2, 2, ·, 4
- CCN1C(=O)N[C@@H](c2ccco2)C(C(C)=O)=C1C
→ ·, ·, 18%, ·, ·, -16, -2, ·, -10
- COCCN1C(=O)N[C@@H](c2cccc(C(F)(F)F)c2)[C@@H](C(=O)OC)[C@H]1C
→ ·, ·, -3%, ·, ·, -14, 0, ·, 4
- COC/C=C/C1=CC2=CC(=O)C(C)(OC(=O)c3cnc4ccccc4n3)C(=O)C2=CN1Cc1ccco1 (centres undefined)
→ ·, ·, -1%, ·, ·, 10, -23, ·, -16
- O=C(O)c1ccc2nc(-c3cc4cccc(O)c4oc3=O)[nH]c2c1
→ 24%, ·, ·, 10%, 0.85µM*, ·, ·, ?, ·
- Oc1ccc(COCc2ccc(F)cc2)c2cccnc12
→ -16%, ·, ·, -27%, ?, ·, ·, 3%, ·
- CN(c1ccccc1C(=O)O)S(=O)(=O)c1ccc2[nH]c(=O)oc2c1
→ 1%, ·, ·, -1%, 4%, ·, ·, -19%, ·
- COc1cc(CNCCCSc2nnnn2C)cc(Br)c1OC
→ -1%, ·, ·, -3%, 8%, ·, ·, 0%, ·
- CN1CCOc2ccc(S(=O)(=O)N3CCN(S(=O)(=O)c4c(F)cccc4F)CC3)cc21
→ ?, ·, ·, ?, 21µM*, ·, ·, 6%, ·
- Cc1cccc(-c2ccc3ncnc(NCc4cc(C)cs4)c3c2)c1
→ -4%, ·, ·, -3%, 4%, ·, ·, -5%, ·
- COc1cccc(NS(=O)(=O)c2ccc3[nH]cc(C(=O)NCCc4ccc(C)cc4)c(=O)c3c2)c1
→ -4%, ·, ·, -3%, -1%, ·, ·, -13%, ·
- O=C(OCC#CCSc1nnc(-c2cccc3ccccc23)s1)c1cccs1
→ -2%, ·, ·, 1%, 4%, ·, ·, 2%, ·
- Cn1c2cc(B(O)O)sc2c2cnn(Cc3ccc(F)cc3F)c(=O)c21
→ 2%, ·, ·, -13%, -9%, ·, ·, -16%, ·
- COc1ccccc1NC(=O)CCn1cnc2ccccc2c1=O
→ -2%, ·, ·, -3%, 3%, ·, ·, -17%, ·
- CCOC(=O)c1c(/C=N/Nc2ccccc2)c2sc(C)cc2n1C
→ 14%, ·, ·, 11%, ?, ·, ·, -5%, ·
- CCc1ccc(C(=O)c2cn(CC(=O)Nc3cccc(OC)c3)c3ccc(OC)cc3c2=O)cc1
→ -2%, ·, ·, 0%, 5%, ·, ·, -14%, ·
- CN(Cc1ccco1)c1ncnc2ccc(-c3cccc(Cl)c3)cc12
→ -1%, ·, ·, -3%, 2%, ·, ·, 3%, ·
- CCC(=O)NC(c1ccco1)c1cc(Br)c2cccnc2c1O (centres undefined)
→ -11%, ·, ·, -8%, 0%, ·, ·, -1%, ·
- Cc1csc(CNc2ncnc3ccc(-c4ccc5c(ccn5C)c4)cc23)c1
→ -2%, ·, ·, -1%, ?, ·, ·, -1%, ·
- Cc1cccc(NC(=O)CSc2nc(-c3ccco3)nc3cc(=O)[nH]n23)c1
→ 3%, ·, ·, -4%, ?, ·, ·, -7%, ·
- Oc1ccc(CNc2cccc(F)c2F)c2cccnc12
→ -17%, ·, ·, -17%, 9%, ·, ·, ?, ·
- Cc1cc2c(cc1S(=O)(=O)Nc1ccc(C(C)C)cc1)OCCN2C
→ -3%, ·, ·, 5%, 2%, ·, ·, -3%, ·
- CCn1c(=O)c(=O)n(CC)c2cc(N3CCCCC3)c(NC(=O)c3ccc(Cl)cc3)cc21
→ -4%, ·, ·, -3%, 2%, ·, ·, ?, ·
- Cc1cccc(CNc2ncnc3ccc(-c4cccc(Cl)c4)cc23)c1
→ -2%, ·, ·, -2%, 1%, ·, ·, 9%, ·
- Cc1nnc(NC(=O)CSCc2cc(=O)c3ccccc3[nH]2)s1
→ -2%, ·, ·, -5%, -2%, ·, ·, ?, ·
- O=C(NCCc1ccccc1)c1ccc(Cn2c(SCc3cccc(F)c3)nc3cccnc32)cc1
→ -2%, ·, ·, 5%, -10%, ·, ·, -2%, ·
- CN(Cc1ccco1)c1ncnc2ccc(-c3ccc4c(c3)OCCO4)cc12
→ -17%, ·, ·, -17%, -16%, ·, ·, -3%, ·
- Cn1c2cc(B(O)O)sc2c2cnn(Cc3ccccc3F)c(=O)c21
→ -3%, ·, ·, -10%, 0%, ·, ·, -20%, ·
- O=C(Nc1nc2c(F)cc(F)cc2s1)c1ccc2c(c1)OCCO2
→ 0.32µM*, ·, ·, 0.79µM*, 0.6µM*, ·, ·, 0%, ·
- CC(=O)NC(c1ccco1)c1cc(Cl)c2cccnc2c1O (centres undefined)
→ -12%, ·, ·, -4%, 0%, ·, ·, -3%, ·
- COc1ccc(Nc2cc(O)c3ncccc3c2)cc1
→ -43%[inhibitor], ·, ·, -40%[inhibitor], ?, ·, ·, -5%, ·
- Cc1cccc(CNc2ncnc3ccc(-c4cccc(C)c4)cc23)c1
→ -1%, ·, ·, 2%, -4%, ·, ·, -3%, ·
- CCN(CCCNC(=O)c1cc2cc3ccc(OC)cc3nc2s1)c1ccccc1
→ -5%, ·, ·, -3%, -2%, ·, ·, -2%, ·
- COc1ccc(NC(=O)N(C)C[C@H]2Oc3c(NS(=O)(=O)c4cn(C)cn4)cccc3C(=O)N([C@H](C)CO)C[C@@H]2C)cc1
→ ·, 0%, 3%, ·, ·, 10, ·, 7%, ·
- C[C@@H]1COC(=O)[C@@H](CC(=O)OC(C)(C)C)C/C=C\C[C@@H](CC(=O)N(CCO)Cc2ccccc2)C(=O)N1
→ ·, 3%, -2%, ·, ·, 7, ·, 2%, ·
- C[C@H](CO)N1C[C@H](C)[C@@H](CN(C)CC2CCCCC2)Oc2c(NS(=O)(=O)c3cccs3)cccc2C1=O
→ ·, 3%, 0%, ·, ·, -6, ·, -3%, ·
- Cn1nnnc1Sc1ncnc2scc(-c3cccc(Br)c3)c12
→ ·, -5%, 8.9µM*, ·, ·, ?, ·, 1%, ·
- COc1ccc(-c2sc3cc4c(cc3c2C#Cc2ccc(N)cc2)OCO4)cc1
→ ·, 6%, 4%, ·, ·, 5, ·, 14%, ·
- COc1cc(-c2noc(C)c2C(=O)NCCCn2ccnc2)cc(OC)c1OC
→ ·, 4%, 0%, ·, ·, -9, ·, 0%, ·
- O=S(=O)(c1ccc2c(c1)OCCO2)N1C[C@@H]2C[C@H]1CN2S(=O)(=O)c1c(F)cccc1F
→ ·, -3%, 13%, ·, ·, -6, ·, 6%, ·
- O=C(COc1ccc(C(=O)c2ccc(F)cc2)cc1)Nc1cccc(S(=O)(=O)N2CCOCC2)c1
→ ·, -8%, -7%, ·, ·, -22, ·, 0%, ·

Shown as a hit in Rab9 promoter act, among the entries above:
SMILES	Rab9 promoter act	uPA generation	NPC1 prom act	Tb PFK inh
O=C(Nc1nc2c(F)cc(F)cc2s1)c1ccc2c(c1)OCCO2	0.32µM*	·	0.79µM*	0%
